Screens as filed in PubChem BioAssay.
CFTR F508del cor = F508del CFTR correction, initial screen, CFBE line, single point; CFBE cells, YFP halide quenching; stimulated with forskolin plus potentiator P3; % fluorescence drop versus neutral controls; activity (quench increase), % at 7.58 µM; actives 0.36% (n = 350,000);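 active means mean added fluorescence quench of at least 8% versus neutral control, with both replicates also reaching 8%; inconclusive means only one of the mean or replicate conditions met; inactive means mean below 8% and not both replicates reaching 8%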;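 further: cells transiently co-express mutant CFTR-F508del with the halide-sensitive YFP; corrector assay measuring rescue of mutant channel to the surface after 24 h compound exposure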
EWS-Fli block = EWS/Fli-driven NR0B1 reporter inhibitors, primary screen, A673 cells, NR0B1 luciferase, luminescence, MLPCN library. inhibition, % at 12.6 µM. viability-normalised. actives 0.67% (n = 350,000);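 active means mean inhibition of at least 50% after viability correction, with every replicate also passing that limit; inconclusive means mean reaches 50% but only one of two replicates passes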;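 further: firefly luciferase signal divided by Alamar Blue viability fluorescence both relative to DMSO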
GSIS activator = GLuc luminescence reporter in INS-1E cells, primary screen for activators of glucose-dependent secretion of insulin | INS-1E GLuc reporter insulin secretion, 2-3 h | activation, % at 16.6 µM | actives 0.61% (n = 370,000);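 active means lowest replicate activation of at least 40%, so every replicate reaches that level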;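 further: 0% = median of neutral control wells and 100% = median of IBMX positive control wells; some compounds called inactive have numbers as strong as hits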
DENV2 CPE = inhibitors of DENV2 cytopathic effect, primary screen, cell-based, plate reader, single concentration; DENV2-infected cells, cytopathic effect rescue; CPE inhibition, % at 9.99 µM; actives 1.7% (n = 350,000); AID 651640, 2012; in the data active means CPE inhibition above about 20%, passing the limit was not always enough; inconclusive means no clear call, values can overlap the other calls; tested in BHK-21 cells;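 further: 0% = median of neutral control wells and 100% = median of positive control wells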
miR-122 sensor = miR-122 Renilla sensor signal increase in Huh7, primary screen, miR-122 inhibitor project, cell-based, single point, plate reader; Huh7 miR-122 Renilla luciferase sensor, 48 h; neutral wells = 0, positive control = 100; activation (reporter increase), % at 12.5 µM; actives 0.3% (n = 340,000); AID 602342, 2012;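 active means mean replicate activation score at least 90 and every replicate individually at or above 90; inconclusive means only one of the two criteria met; inactive means neither criterion met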;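 further: higher luciferase means less miR-122 activity so hits act as miR-122 inhibitors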
FN deposit inh = inhibitors of fibronectin matrix deposition, primary screen, AH1F cells, Alexa488-fibronectin fluorescence, plate reader. AH1F fibroblasts, overnight. inhibition, % at 12.6 µM. actives 0.086% (n = 350,000). AID 743247, 2014;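 active means mean inhibition across replicates of 30% or more, regardless of how many single replicates reach that level; inconclusive means mean under 30% yet at least half of replicates reach 30%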;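 further: positive control wells lacked labelled fibronectin entirely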
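Material: AH1F fibroblast monolayer depositing Alexa488-labelled fibronectin into matrix | Input: 10000 AH1F cells/well | Medium: DMEM plus 2% serum, read in PBS | Reagent: Alexa488-fibronectin, 24 nM final in well | Compound dosing: One dose per compound, pinned | Schedule: 1 h adhesion, overnight exposure | Measured by: Fluorescence at 485 nm excitation, 525 nm emission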
PAX8 inh HTS = inhibitors of PAX8-driven TPO luciferase reporter, primary screen, RMG-I cells, single concentration | inhibition, % at 12.6 µM | actives 1.2% (n = 360,000) | SteadyGlo, 24 h;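 active means mean replicate inhibition at least 60% with every replicate also reaching 60%; inconclusive means only one of the two criteria is met; inactive means mean below 60% and not all replicates reaching 60%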;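 further: luciferase light reporting Pax8 driven TPO promoter activity; plate controls were median of neutral control wells for no effect and mitoxantrone controls for full effect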
* marks the source's active call; other numbers are inactive results; ? = inconclusive; / = no result given; [ ] = another dose, or the depositor's remark. Outcome played no part in choosing rows; about 3.9% have a hit in one of these screens.

Values run as follows: CFTR F508del cor	EWS-Fli block	GSIS activator	DENV2 CPE	miR-122 sensor	FN deposit inh	PAX8 inh HTS
CN(C(=S)Oc1ccc(C(=O)Nc2ccccc2)cc1)c1ccccc1
    /	/	-32	/	68	5	/
C/C(=N/NC(=O)c1ccccn1)c1c[nH]c2ccccc12
    -2.4	-112	/	5	-2	-6	-23
Cc1nn(Cc2cccc(C(=O)Nc3ccn(Cc4ccccc4)n3)c2)c(C)c1[N+](=O)[O-]
    2.4	18	/	-4	-2	/	/
CCN(CC)c1ccc(/C=N\NC(=O)c2cccc3cc[nH]c23)cc1
    1.8	9	/	-2	9	6	7
CCn1c(SCC(=O)NCc2ccccc2)nc2c(c1=O)SC(C)C2 (stereo not given)
    0.2	-3	-2	6	-9	1	3
CCCNC(=O)N(C)C[C@@H]1Oc2cc(C3=CCCCC3)ccc2S(=O)(=O)N([C@H](C)CO)C[C@@H]1C
    0.4	-6	-13	0	16[16.7 µM]	/	-2
COc1ccc(OCc2nnc(SCC(=O)O)n2N)cc1
    /	/	/	/	-10	4	5
COc1ccccc1NC(=O)N[C@H]1CC[C@@H](CC(=O)N2CCC(Cc3ccccc3)CC2)O[C@H]1CO
    -5.7	17	-13	3	/	2	19
CN1C(=O)C(CC#N)(C2(CC#N)C(=O)N(C)c3ccccc32)c2ccccc21 (stereo not given)
    -2.4	7	17	?	-3	1	9
CC(C)(CN1CCCN(CC(C)(C)C(=O)O)C1=O)C(=O)O
    -0.9	3	/	0	/	/	10
O=C(Nc1cccc(-c2nc3ncccc3o2)c1)c1cc2ccccc2o1
    /	/	/	/	-3	-11	-23
Cc1[nH]c2ccccc2c1/C=C(\C#N)C(=O)NCc1ccccc1
    0.1	2	3	-6	/	8	13
CC(C)c1ccccc1OCC(=O)Nc1nnc(C2CC2)s1
    -2.0	0	7	-11	6	1	-16
CCCC(=O)N1CCOCC1c1cc(C(=O)NCc2ccccc2)no1 (stereo not given)
    -2.0	2	2	?	-1	2	-13
CN(C)C(=O)[C@H]1[C@H](CO)[C@H]2Cn3c(ccc(-c4ccccc4)c3=O)[C@H]2N1Cc1ccccc1
    -0.6	10	-4	0	4[16.7 µM]	/	/
N=c1c(C(=O)NC2CCCC2)cc2c(=O)n3ccccc3nc2n1CCN1CCOCC1
    /	/	/	/	0	1	-5
COc1ccc(C[C@H]2c3cc(O)c(OC)cc3CC[N+]2(C)[O-])cc1O (stereo not given in full)
    0.3	12	-10	5	-4	0	-20
O=C(c1ccccc1F)N1CC(=O)N2[C@H](C1)[C@@H](c1ccc(-c3ccc(F)cc3)cc1)[C@@H]2CO
    5.3	-3	-10	-9	/	/	23
O=[N+]([O-])c1c(Cl)cc(Cl)cc1Cl
    -2.5	5	2	-11	/	/	/
O=C(NCC1CC1)C1Cc2c(-c3ccc4c(c3)OCO4)ccnc2O1 (stereo not given)
    -3.0	-1	8	8	19	-2	1
O=C(NCc1ccc(Cl)cc1)c1ccc(-n2cccn2)nc1
    -0.1	4	10	-1	/	-1	1
Cn1c(=O)c2c(nc(SCCN3CCCCC3)n2Cc2ccccc2)n(C)c1=O
    /	/	/	/	6	-3	15
O=C(O)c1csc(-c2cccs2)n1
    -1.2	2	0	/	3	/	-1
CSc1nc2ccc(S(N)(=O)=O)cc2s1
    5.6	6	12	-4	/	-2	3
CN(C)S(=O)(=O)c1cccc(NC(=O)COC(=O)/C=C/c2ccc(Br)o2)c1
    -2.5	-3	-14	3	1	3	-11
COCC(=O)N1[C@@H](CO)[C@H](c2ccccc2)C12CN(C(=O)c1ccc(F)cc1)C2
    -2.5	4	-9	10	/	/	/
C=CC[C@H](CC(=O)N(CCO)Cc1ccccc1)C(=O)N[C@@H](COC(=O)[C@@H](CC=C)CC(=O)OC(C)(C)C)Cc1c[nH]c2ccccc12
    -0.6	3	-3	-3	-4	-4	45
CC(=O)c1cc(NC(=O)c2ccccc2)c(=O)oc1/C=C/N(C)C
    /	/	/	/	3	0	4
C[C@@H]1CCCCO[C@H](CN(C)Cc2ccc(C(F)(F)F)cc2)[C@H](C)CN([C@@H](C)CO)C(=O)c2cc(NS(C)(=O)=O)ccc2O1
    3.2	9	1	/	-5[16.7 µM]	/	0
CC(N=C1NC(C)(C)Cc2ccccc21)C(=O)O (stereo not given)
    0.0	10	8	9	18	-5	2
CCOC(=O)C1=C[C@@H](C(C)(C)C)N(S(=O)(=O)c2ccc(C)cc2)[C@H]1c1ccc(OC)cc1
    -3.1	-16	9	3	0	-7	26
Oc1ccccc1-c1nc2ccccc2nc1-c1ccccc1
    -0.8	4	-8	6	4	12	-2
Cc1noc(C)c1NC(=O)Nc1ccc2c(c1)CC(=O)N([C@@H](C)CO)C[C@H](C)[C@H](CN(C)C(=O)Nc1c(C)noc1C)O2
    0.2	-13	11	7	0[16.7 µM]	/	-24
CCCCn1c(N)c(N(CCC(C)C)C(=O)CCCc2nc3ccccc3s2)c(=O)[nH]c1=O
    -3.9	-7	-4	-9	-1	0	5
CN(C)Cc1c(C(=O)N/N=C/c2ccccc2OCc2c(F)cccc2Cl)nnn1-c1nonc1N
    -1.3	/	4	11	4	-1	12
Nc1nc2sc3c(c2cc1C(=O)NCC(=O)O)CCCC3
    -0.5	26	4	8	-1	11	21
CC(C)NC(=O)N[C@@H]1CC[C@H](CCn2cc(-c3ccccc3)nn2)O[C@H]1CO
    0.5	3	-3	1	/	6	-6
c1cc(-c2nsc(-c3ccncc3)n2)ccn1
    1.9	-16	4	-1	-3	1	-1
CC(C)C#Cc1ccc([C@@H]2[C@@H](CO)N(C(=O)c3cccc(F)c3)[C@H]2C#N)cc1
    2.5	7	-15	11	/	-13	-2
C[C@@H]1CCCCO[C@H](CN(C)Cc2ccc(C(=O)O)cc2)[C@H](C)CN([C@H](C)CO)C(=O)c2cc(NC(=O)Nc3ccc(F)cc3)ccc2O1
    -0.1	1	9	-3	0[16.7 µM]	/	11
CCOC(=O)N1CCN(C(=S)NC(=O)c2c(-c3c(Cl)cccc3Cl)noc2C)CC1
    1.4	29	-9	-5	/	4	-1
CCOc1ccc(NC(=O)CN(C)C(=O)c2c(-c3ccccc3Cl)noc2C)cc1OCC
    1.6	2	-19	?	-2	-6	-2
O=c1c2ccccc2nc(SCCN2CCCCC2)n1CCc1ccccc1
    -0.9	17	-10	-7	-4	6	6
CCCc1cc(C(=O)Nc2cc(Br)ccc2O)no1
    -4.4	21	-9	2	-3	6	-69
O=C(C[C@@H]1C=C[C@@H](NS(=O)(=O)c2ccc(F)cc2)[C@H](CO)O1)NCCN1CCCCC1
    -0.3	7	17	5	/	/	-2
O=[n+]1c2c(n([O-])c3cc(F)c(F)cc31)CCCC2
    /	/	/	/	3	-1	-2
COc1ccc(CCNC(=O)C2CCN(C(=O)c3ccc(C(C)(C)C)cc3)CC2)cc1OC
    1.0	-35	-2	-3	-7	-7	-7
CS(=O)(=O)N1CCc2cc(C(=O)Nc3ccc(COCC(F)(F)F)cc3)ccc21
    2.0	8	1	4	-4	0	19
CCC1CCc2c(sc(N)c2C(N)=O)C1 (stereo not given)
    0.5	10	-7	1	1	/	/
O=C(C=C1NCCN1)c1ccccc1
    1.2	-4	/	-2	-1	-7	10
COc1ccc(-c2nc(CSCC(=O)NCCC3=CCCCC3)c(C)o2)cc1OC
    /	/	/	/	-11	7	6
Cc1cc(C)c2c(=O)[nH]n(C3CC(C)N(C)CC3C)c2n1 (stereo not given)
    /	/	/	/	-3	1	-9
CS(=O)(=O)c1ccc(C(=O)OCC(=O)N2CCCc3ccccc32)cc1
    1.6	2	-5	-3	-2	7	3
CN(Cc1ccccc1N1CCCC1)C(=O)c1cc2ccccc2o1
    2.8	2	/	1	8	-7	18
CCCN1C[C@@H](C)[C@@H](OC)CN(C)C(=O)c2cc(NC(=O)C3CC3)ccc2OC[C@H]1C
    -0.2	5	13	17	/	0	-16
Cn1cccc1-c1nc2ccc([N+](=O)[O-])cc2[nH]1
    -3.2	-161	-12	-4	-5	8	-16
CC1CCCN(S(=O)(=O)c2ccc(N(C(=O)c3cnccn3)C(C(=O)NC3CCCCC3)c3cccs3)cc2)C1 (stereo not given)
    /	/	-22	/	10	-5	-4
O=C(c1ccc([N+](=O)[O-])cc1)N1CCN(c2ncc(Br)cn2)CC1
    0.3	-10	3	-4	-3	10	-9
COC(=O)N/N=C\c1c(C)nn(-c2ccccc2)c1Cl
    /	/	4	/	-3	-1	-90
COc1ccc(NC(=O)CSc2cn[nH]n2)cc1OC
    4.3	4	8	-1	-4	-2	-4

Profiles, looked up by structure. Values in the order: CFTR F508del cor | EWS-Fli block | GSIS activator | DENV2 CPE | miR-122 sensor | FN deposit inh | PAX8 inh HTS
CN(C)Cc1c(C(=O)N/N=C/c2ccccc2OCc2c(F)cccc2Cl)nnn1-c1nonc1N as listed: -1.3 | / | 4 | 11 | 4 | -1 | 12
O=C(NCC1CC1)C1Cc2c(-c3ccc4c(c3)OCO4)ccnc2O1 (stereo not given) as listed: -3.0 | -1 | 8 | 8 | 19 | -2 | 1
O=C(Nc1cccc(-c2nc3ncccc3o2)c1)c1cc2ccccc2o1 as listed: / | / | / | / | -3 | -11 | -23
C[C@@H]1CCCCO[C@H](CN(C)Cc2ccc(C(F)(F)F)cc2)[C@H](C)CN([C@@H](C)CO)C(=O)c2cc(NS(C)(=O)=O)ccc2O1 as listed: 3.2 | 9 | 1 | / | -5[16.7 µM] | / | 0
CC(=O)c1cc(NC(=O)c2ccccc2)c(=O)oc1/C=C/N(C)C as listed: / | / | / | / | 3 | 0 | 4

Next part
Values run as follows: CFTR F508del cor	EWS-Fli block	GSIS activator	DENV2 CPE	miR-122 sensor	FN deposit inh	PAX8 inh HTS
CC1CCCCC12NC(=O)N(CC(=O)N1CCN(C(=O)c3cccs3)CC1)C2=O (stereo not given)
    2.8	-3	1	-6	-7	2	-5
CC(NC(=O)C1CCC1)c1ccc(Br)cc1 (stereo not given)
    /	-9	21	-4	/	3	5
COc1cccc(-c2ccccc2[C@H]2[C@@H](C#N)N(C(=O)c3ccccn3)[C@@H]2CO)c1
    0.4	10	-12	0	/	5	/
CCc1ccc2[nH]c(=O)c(CN(Cc3ccccc3)C(=O)Nc3ccccc3OC)cc2c1
    /	/	-43	/	0	0	/
COc1ccccc1NC(=O)c1ccc(S(=O)(=O)N2CCC(C)CC2)cc1
    0.5	-1	-20	5	-3	-4	8
Cc1nc2ccc(NS(=O)(=O)c3ccccc3F)cc2s1
    -0.1	2	-51	4	2	-3	-2

Some of the entries so far, as labelled records:
> COc1ccc(NC(=O)CSc2cn[nH]n2)cc1OC
  CFTR F508del cor: 4.3 | EWS-Fli block: 4 | GSIS activator: 8 | DENV2 CPE: -1 | miR-122 sensor: -4 | FN deposit inh: -2 | PAX8 inh HTS: -4
> CC1CCCCC12NC(=O)N(CC(=O)N1CCN(C(=O)c3cccs3)CC1)C2=O (stereo not given)
  CFTR F508del cor: 2.8 | EWS-Fli block: -3 | GSIS activator: 1 | DENV2 CPE: -6 | miR-122 sensor: -7 | FN deposit inh: 2 | PAX8 inh HTS: -5
